High-throughput results deposited in PubChem by Small Molecule Screening Facility, UW Madison.
SSB-PriA inh: blocks PriA binding to SSB C-terminal tail; AlphaScreen SSBct-PriA binding, biotinylated peptide; inhibition, % at 33 µM; actives 0.6% (n = 430,000); AID 1272365; in the data active = inhibition mostly above about 37%, no sharp cut-off; inactive = mostly below about 20%;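 note: plate controls were negative control peptide for no effect and reference peptide for full effect; strong numbers were not always called active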
Starred values were filed as active, the others as inactive; & = joins results of further samples. The list is partial; the hit share may differ from the screen's.

SMILES | SSB-PriA inh
CCn1nc(C)c2nc(SCc3c(F)cccc3Cl)n(CCc3ccccc3)c(=O)c21 | -13
CCOC(=O)c1c(C(C)(C)C)oc2cc(Br)c(OCc3ccc(F)cc3)cc12 | -14
Cn1nc(C(=O)N2CCN(c3nc(-c4ccsc4)cs3)CC2)ccc1=O | 0
Cc1ccc(-c2ccc(=O)n(Cc3nc(-c4ccc(F)cc4)no3)n2)cc1 | 0
Cc1ccccc1OCC(=O)Nc1ccc2c(c1)N(C(=O)c1cccs1)CC2 | 37
COc1ccc(-c2csc(NC(=S)NC(=O)c3ccc(C(C)(C)C)cc3)n2)c(OC)c1 | 2
CSC1CC2CCC(C1)N2C(=O)c1cccc(C#N)c1 (stereo not drawn) | -9
NC(Cc1cccc2ccccc12)=NOC(=O)c1ccccc1F | -12
CCOC(=O)CN1CCC(Cn2ccnc2C)CC1 | -4
CC1=NNC(=O)/C1=C/c1ccc(-c2ccc(Cl)cc2)o1 | -2
O=C(NCc1cccc2ccccc12)N1CCc2nc3ccccn3c(=O)c2C1 | -7
COc1ccc(SCC2CCN(C(=O)c3ccccc3C(F)(F)F)CC2)cc1 | 11
NC(=O)c1cc([C@@H]2CCCCN2C(=O)c2cc(=O)[nH]c3ccccc23)[nH]n1 | -5
O=C(CN1C(=O)CCC1=O)NCc1ccc([C@@H](O)c2cccs2)s1 | -5
COc1cc(C=Nn2cnc3c(sc4nc(C)cc(C)c43)c2=O)ccc1O | 7
CCc1cc(C(=O)NN=Cc2ccc(O)cc2)c2ccccc2n1 | -18
Cc1ccc(N2CCCS2(=O)=O)cc1NS(=O)(=O)CC12CCC(CC1=O)C2(C)C (stereo not drawn) | 3
CCCCOC(=O)c1ccc(NC(=O)Cc2cc(-c3ccc4c(c3)OCO4)on2)cc1 | -46
Cc1noc(C)c1CC(=O)N1CCC(n2c(=O)[nH]c3ccccc3c2=O)CC1 | -6
O=C(CCS(=O)(=O)c1ccccc1)NCC1CCCN1c1ccccc1 (stereo not drawn) | 4
Cc1ccccc1OCC(=O)NCCc1sc(-c2ccc(Cl)cc2)nc1C | -11
Cc1ccccc1-n1c(O)c(C=NNC(=O)c2ccncc2)c(=O)[nH]c1=O | -3
O=C(CC(c1ccccc1)c1ccccc1)N1CCN(c2cc(-n3cncn3)ncn2)CC1 | -8
O=S(=O)(NC[C@@](O)(c1cccs1)C1CC1)c1ccccc1F | -15
Cc1nc2ccccc2n1CC1CCN(Cc2ccc(F)c(F)c2)CC1 | -16
CCOC(=O)c1ccccc1NC(=O)COc1cccc2c(=O)n(CCOC)ccc12 | -37
Cc1ccc(-n2ncc3c(C)nn(CC#N)c(=O)c32)c(C)c1 | -26
COc1ccc(C(=O)Nc2ccc3oc4ccc(NC(=O)c5ccc(OC)cc5)cc4c(=O)c3c2)cc1 | -19&-4
Cc1cc(C(=O)NCCc2ncc(-c3cccs3)[nH]2)no1 | 11
COc1ccccc1C=NNC(=O)c1csc(C)c1C | -1
COc1ccc(NC(=O)Cn2c(=O)n(Cc3ccccc3Cl)c(=O)c3nccnc32)c(OC)c1 | 6
Cn1nc(C2CCN(CC(=O)OC(C)(C)C)CC2)n(C2CC2)c1=O | -10
COc1ccc(S(=O)(=O)Nc2nc3ccccc3nc2Nc2ccc(C(C)=O)cc2)cc1 | -2
Cc1nc(C)c(CNS(=O)(=O)c2ccccc2Cl)s1 | -4
O=S1(=O)CC(Cl)C(NC(=NCc2ccccc2)C(Cl)(Cl)Cl)C1 (stereo not drawn) | -6
COc1ccc(Cl)cc1C(=O)Nc1ccc2c(c1)N(C(=O)c1ccco1)CCC2 | -8&12
O=C(NN=Cc1ccc(-c2cccc(Cl)c2)o1)C(=O)NC1CCCC1 | -23
COC1(CNC(=O)c2cc3ccccc3[nH]2)CCSC1 (stereo not drawn) | 0
COc1ccc(OC)c(C(O)CN2CCN(c3cccc(C)c3C)CC2)c1 (stereo not drawn) | -8
O=C(/C=C/c1cccs1)Nc1ccc2scnc2c1 | 14
O=C(NCc1ccncc1)C(=O)Nc1cccc(N2CCCC2=O)c1 | -2
Cc1oncc1C(=O)NCCc1ccsc1 | 0
CC(=O)c1cccc(NC(=O)c2cccn(Cc3ccc(Cl)cc3Cl)c2=O)c1 | -1
Cc1ccc(CSc2nc(CC(=O)NCCC3=CCCCC3)cs2)cc1 | -23
Cn1nc([C@H]2CCCN(C(=O)c3ccccc3Cl)C2)n(-c2ccccc2)c1=O | 7
CC(=O)Nc1nc2c(s1)CN(CC(=O)Nc1ccc(C)c(Cl)c1)CC2 | -15
Cc1cccc(C)c1Nc1nc(-c2ccccc2)c2cc(Br)ccc2n1 | -20
O=C(c1cccs1)N(Cc1ccccc1)c1nc2ccc(F)cc2s1 | -12
O=S(=O)(c1ccc(Cl)s1)N1CCC(N2CCC(O)C2)CC1 (stereo not drawn) | -12
COc1cccc(CNC(=O)c2cn(-c3ccc(C)cc3)nn2)c1 | 3
CC(C)(C)c1cc(=O)n2c(n1)SCC(C(=O)NCc1c(F)cccc1F)C2 (stereo not drawn) | -10
c1ccc2sc(SCc3cn4cccnc4n3)nc2c1 | -2
COc1ccccc1/C=C/C=NNC(=O)Cc1cccn1C | 5
Cn1nc(CNC(=O)Cn2c(=O)oc3ccccc32)cc1-c1cccs1 | -9
O=S(=O)(NN=Cc1cn(Cc2ccccc2)c2ccccc12)c1ccccc1 | 6
CCCS(=O)(=O)N1CCCc2cc(NS(=O)(=O)Cc3ccc(F)cc3)ccc21 | 9
O=C(NCc1ccco1)C(=O)Nc1ccc(N2CCCCS2(=O)=O)cc1 | -2
Cc1cc(C)nc(OC2CCC(NC(=O)Cc3ccsc3)CC2)n1 (stereo not drawn) | 12
CCn1c(SCC(=O)NN=Cc2ccccc2OCC(=O)O)nnc1-c1ccc(OC)cc1 | -21
CCOC(=O)N1CCC(NC(=O)C2CCN(c3cc(Oc4ccccc4)ncn3)CC2)CC1 | 4
The list continues:
SMILES | SSB-PriA inh
O=C(Nc1nc(-c2ccccc2)c(C(=O)c2ccccc2)s1)c1ccc(Br)s1 | -6
CCC/C=N\NC(=O)c1cc([N+](=O)[O-])c(OC)c([N+](=O)[O-])c1 | 6
CC(Cc1ccccc1)=NNC(=O)CNC(=O)c1ccc(F)cc1 | 8
CCCCS(=O)(=O)N1CCCC(c2nnc(CC(C)(C)C)o2)C1 (stereo not drawn) | -1
Cc1cccc2[nH]c(SCC(=O)N3CCCCC3)nc12 | -10&-5
O=C(Cn1nc(-n2ccc3ccccc32)ccc1=O)Nc1ccc(F)c(C(F)(F)F)c1 | 13
CCCCOc1ccc(C(=O)Nc2sccc2C#N)cc1 | -8
COC(=O)NCCn1nc(-c2ccncc2)cc1C1CC1 | -5
Cc1ccc(OC2CCN(C(=O)c3ccc4ncsc4c3)C2)nn1 (stereo not drawn) | -15
COc1ccc(S(=O)(=O)NCc2ccccc2-c2ccsc2)cc1F | -10
CC(=O)Nc1nc(SCC(=O)Nc2nc(C)cs2)[nH]c(=O)c1NC(=O)c1ccccc1 | -2
O=C(NCCn1ccn2nccc12)C1c2ccccc2Oc2ccccc21 | -13
CCOC(=O)Cc1csc(NC(=O)CSc2nc3scc(-c4ccccc4)c3c(=O)n2-c2ccccc2)n1 | 0&7
COc1ccc(NC(=O)Cn2nc(SC)c(S(=O)(=O)c3ccc(F)cc3)c2N)cc1Cl | 3
O=C(NCc1ccccc1)c1ccc(C=NO)nc1 | -9
CCc1ccc(-n2nnc(C(=O)OCc3nc(-c4cccc(Cl)c4)oc3C)c2C)cc1 | -5
COc1ccc(CCC(=O)Nc2c(C)nc3cc(C)ccn3c2=O)cc1 | -9
CCSc1ccccc1C(=O)N1CCN(c2ncnc3c2nnn3C)CC1 | -12
COc1ccc(N2CCCS2(=O)=O)cc1NC(=O)c1ccc(Br)o1 | 5
O=C(Cn1cccn1)N1CCC(Oc2ncccc2Cl)CC1 | -19

As a working copy, 3 of the compounds above.
SMILES | SSB-PriA inh
O=C(Nc1nc(-c2ccccc2)c(C(=O)c2ccccc2)s1)c1ccc(Br)s1 | -6
CCC/C=N\NC(=O)c1cc([N+](=O)[O-])c(OC)c([N+](=O)[O-])c1 | 6
CC(Cc1ccccc1)=NNC(=O)CNC(=O)c1ccc(F)cc1 | 8

Other compounds.
SMILES | SSB-PriA inh
CNC(=S)N=CNOCc1c(Cl)cccc1Cl | 0
Cc1ccc(S(=O)(=O)N(CC(=O)NN=Cc2cccc(C)c2)c2cccc3cccnc23)cc1 | -13
Cc1ccc(S(=O)(=O)N=C(NC(=S)Nc2ccccc2)c2ccccc2)cc1 | 4
COc1ccc(C=NNC(=O)c2nnn(-c3nonc3N)c2-c2cccs2)c(OC)c1 | -4
Cc1csc(SCCCNC(=O)Nc2ncccn2)n1 | -13
COc1ccc(-c2cn3c(CC(=O)Nc4ccc(Cl)cc4)csc3n2)cc1 | 7
C(=Nc1ncnc2sccc12)NOCc1ccccc1 | -23
O=C(c1cccs1)N1CCc2ccc(NS(=O)(=O)c3ccc(F)cc3)cc21 | 2
O=S(=O)(C1CC1)N1CCC(c2ccsc2)CC1 | -13
CO[C@@H](CNS(=O)(=O)c1cccs1)c1ccc(C)s1 | -7
CC(=O)N1CC(C(=O)Nc2ccc(F)c(Cl)c2)C1 | -5
O=S1(=O)CCC(NC(=S)SCc2ccccc2)C1 (stereo not drawn) | 4
O=C1c2ccccc2C(=O)N1c1ncc(Cc2ccc(Br)cc2)s1 | -9&-2
COCCNC(=O)Cc1csc2nc(-c3ccccc3)cn12 | -18
COc1ccc(Cl)cc1NC(=O)CCCn1c(=O)[nH]c2cc3c(cc2c1=O)OCO3 | -13
COc1cccc(CNC(=O)CCCn2nc(-c3ccco3)ccc2=O)c1 | 2
COc1ccc(CCS(=O)(=O)N(CCc2ccccc2)Cc2ccccn2)cc1 | -11
O=C(CN1CCCCC1)N1N=C(c2c(-c3ccccc3)c3cc(Cl)ccc3[nH]c2=O)CC1c1ccccc1Cl (stereo not drawn) | 4
O=C(Cn1ncccc1=O)NCC1CCCN1c1ccccc1 (stereo not drawn) | -4
O=C(Nc1nnc(CS(=O)(=O)c2ccccc2)o1)c1ccc(Cl)cc1 | -9

A few values from above.
COc1ccc(Cl)cc1NC(=O)CCCn1c(=O)[nH]c2cc3c(cc2c1=O)OCO3 @ SSB-PriA inh: -13
CNC(=S)N=CNOCc1c(Cl)cccc1Cl @ SSB-PriA inh: 0

The list continues:
SMILES | SSB-PriA inh
CCOc1cc(C=NNC(=O)CN2CCOCC2)ccc1OCc1ccc(F)cc1 | 5
O=C(Cc1c[nH]c2ccccc12)NC1CCN(c2cc3c(nn2)CCCC3)CC1 | 1
COc1ccc(-n2nnc(C(=O)Nc3ccccc3C(F)(F)F)c2C)cc1 | -11
O=C(Nc1ccc(SCc2cccnc2)nn1)c1cccs1 | -12&-4
COc1ccccc1-c1ccc(=O)n(CC(=O)Nc2cc(N3CCC(C)CC3)ncn2)n1 | -4
Cc1ccc(Nc2nc(NN=Cc3c[nH]c4ccccc34)nc(N3CCOCC3)n2)cc1 | 26
CCN1C(=O)c2cccc3c(NC(=O)c4ccc(S(=O)(=O)N(C)C5CCCCC5)cc4)ccc1c23 | -1
CN1CCN(C(CNC(=O)C(=O)Nc2cccc(C(F)(F)F)c2)c2ccc3c(c2)CCN3C)CC1 (stereo not drawn) | 6
O=C(NCCn1ncccc1=O)Nc1ccccc1 | -8
O=C(NCC(c1cccs1)N1CCOCC1)C(=O)Nc1ccc2c(c1)OCO2 (stereo not drawn) | 1
COc1cccc(C=NNC(=O)C2C(=O)NCC2c2ccccc2)c1O (stereo not drawn) | 2
COc1ccccc1/C=C/C=Nn1c(-c2cc(C)[nH]n2)n[nH]c1=S | 8
COc1ccc(Cl)cc1NC(=O)CSc1nccc(N2CCCCC2)n1 | -2
CCOc1ccc(S(=O)(=O)NN=C2CCCC(=O)C2)cc1 | -12
COc1cccc(/C=C2\Oc3cc(OCC(=O)Nc4ccc5c(c4)OCO5)ccc3C2=O)c1OC | 2
Cn1c(=O)c2c(nc(CN3CCN(C(=O)c4ccco4)CC3)n2Cc2c(Cl)cccc2Cl)n(C)c1=O | -8
Oc1c(C=Nc2ccccn2)sc2ccccc12 | 8
COc1cc(-c2noc(C3CCCN(S(=O)(=O)c4cccs4)C3)n2)cc(OC)c1OC (stereo not drawn) | 2
COc1ccc(NC(=O)CSc2nc(-c3ccccc3F)nc3c2c(=O)n(C)c(=O)n3C)c(OC)c1 | -11
Cc1nc(SCc2ccccc2F)[nH]c(=O)c1CC(=O)N1CCN(c2ccccc2F)CC1 | 1

7 compounds picked at random from those above:
SMILES | SSB-PriA inh
CN1CCN(C(CNC(=O)C(=O)Nc2cccc(C(F)(F)F)c2)c2ccc3c(c2)CCN3C)CC1 (stereo not drawn) | 6
Cc1nc(SCc2ccccc2F)[nH]c(=O)c1CC(=O)N1CCN(c2ccccc2F)CC1 | 1
CCOc1ccc(S(=O)(=O)NN=C2CCCC(=O)C2)cc1 | -12
COc1cc(-c2noc(C3CCCN(S(=O)(=O)c4cccs4)C3)n2)cc(OC)c1OC (stereo not drawn) | 2
O=C(Nc1ccc(SCc2cccnc2)nn1)c1cccs1 | -12&-4
COc1ccc(NC(=O)CSc2nc(-c3ccccc3F)nc3c2c(=O)n(C)c(=O)n3C)c(OC)c1 | -11
Oc1c(C=Nc2ccccn2)sc2ccccc12 | 8

The list goes on.
SMILES | SSB-PriA inh
CN(C)CCN(C(=O)C1CC(=O)N(c2ccccc2)C1)c1nc2ccc(Cl)cc2s1 (stereo not drawn) | -9
CC(C)Sc1ccc(CC(=O)N2CC(c3nc(-c4cccs4)no3)C2)cc1 | 1
COc1ccc(O)c(C=NNC(=S)Nc2cccc(S(=O)(=O)N(C)C)c2)c1 | 99
Cc1c(Cl)cccc1NC(=O)CSc1ccc(NC(=O)C(C)C)nn1 | -10
COc1cc(OC)cc(N2C(=O)C3N=NN(c4ccc(Cl)cc4)C3C2=O)c1 (stereo not drawn) | -18
Fc1cccc(C=NNC(=S)Nc2ccccc2Cl)c1 | -9
CCC1CCCCN1S(=O)(=O)c1ccc(C(=O)Nc2ccc3scnc3c2)cc1 (stereo not drawn) | -15
FC(F)Oc1ccccc1C=Nn1cnc2ccccc21 | -28
Cn1cccc(C(=O)NCCc2ccsc2)c1=O | -1
NS(=O)(=O)c1ccc(NC(=O)c2ccccc2Br)cc1 | 3
CCc1nnc(SCC(=O)Nc2ccc(OC(F)(F)F)cc2)n1-n1cccc1 | -17
CC(=O)C(C=Nc1noc(C)c1Br)=C(C)O | -3
CC(C)c1ccc(C=NNC(=O)C(=O)NCCCN2CCOCC2)cc1 | 4
